High-throughput results: PubChem BioAssay, National Center for Advancing Translational Sciences (NCATS)
IMPase Li cell – qHTS Assay for Identifying the Cell-Membrane Permeable IMPase Inhibitors: Potentiation with Lithium; Potency, µM (titrated, usually from 59.4 µM), inactives show at the top dose activity, negative = IMPase inhibition, hits mostly inhibitors; 210,000 compounds, 0.35% hits; AID 1457, 2008; CHO-M1 cells, IP1 TR-FRET (IP-One), carbachol + lithium;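 note: IP1 builds up when IMPase is blocked and the TR-FRET signal falls; plate controls were basal vehicle for no effect and high inhibitor control for full effect; nearly all actives have a fitted effect of over 50% in size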
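IP1 accumulation measured by competitive TR-FRET in lysed CHO-M1 cells after 30 min compound exposure at 37C, with a small lithium addition to potentiate weak responses. Hill-equation AC50 from ratio and donor-channel data.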
HttQ103 aggreg – qHTS Multiplex Assay to Identify Dual Action Probes in a Cell Model of Huntington: Aggregate Formation (GFP); PC12 HttQ103-GFP aggregates, Acumen cytometry, 40 h; Potency, µM (highest dose often 46.1 µM), without a hit: at the highest dose activity change, negative = inhibition, actives largely listed as inhibitors; 220,000 compounds, 1.1% hits; AID 1688, 2009; note: % is set by controls: 0 for no effect and ±100 for the full control effect; nearly all actives have a fitted effect of over 60% in size
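Aggregates are detected as GFP objects 1–25 µm with signal 6 STDEV over background in lysates of induced PC12 cells. These carry Huntingtin exon 1 with 103 glutamines fused to GFP under an ecdysone promoter; compounds titrated.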
aGlu spleen mod – qHTS Assay for Inhibitors and Activators of Human alpha-Glucosidase From Spleen Homogenate; 240,000 compounds, 0.006% hits; Potency, µM (titrated, usually from 79.9 µM), for the others: at the top dose activity change, negative = inhibition, most hits filed as inhibitors; Lysosomal alpha-glucosidase (Homo sapiens), P10253; AID 2112, 2009; human spleen homogenate, 4-MU-alpha-glucoside fluorescence;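 note: 0% = enzyme with vehicle and -100% = no enzyme basal signal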
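Enzyme source: human spleen homogenate, 1 ug/well. Buffer 50 mM citric acid/K phosphate pH 5.0, 0.01% Tween-20. 4-MU-alpha-glucoside 1 mM; 37 C x 40 min; NaOH/glycine stop; fluorescence.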
GAA glycogen – qHTS Assay for Inhibitors and Activators of Human alpha-Glucosidase Cleavage of Glycogen; recombinant GAA, glycogen substrate, Amplex Red glucose oxidase fluorescence; Potency, µM (series often up to 76.4 µM), for inactives: top-dose activity change, negative = inhibition, most hits filed as inhibitors; 300,000 compounds, 0.38% hits; AID 2100, 2009; Lysosomal alpha-glucosidase (Homo sapiens), P10253;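 note: 0% = full enzyme reaction and -100% = no-enzyme basal signal; the screen sought inhibitors and activators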
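Recombinant human alpha-glucosidase (4 nM final) hydrolysed bovine liver glycogen (30 ug) for 40 min at 37 C in pH 5.0 citrate/phosphate with 0.01% Tween-20. Released glucose detected by glucose oxidase/Amplex Red, Ex 573/Em 610 nm. Compounds up to 77 uM; AC50 from Hill fits.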
GoLoco inh red – qHTS Assay for Inhibitors of RGS12 GoLoco Motif Activity (Red Fluorophore); Guanine nucleotide-binding protein G(i) subunit alpha-1 (Homo sapiens), P63096; Potency, µM (top dose mostly 61.6 µM), without a hit: at the highest dose activity, negative = inhibition, most hits filed as inhibitors; Gai1:RGS12 GoLoco peptide FP, rhodamine, 10 min; 230,000 compounds, 0.44% hits; active = well fitted inhibition curve with a large enough effect, not every such curve was filed as active; inactive = no such curve, though single readings can be large or run the other way; note: % is set by controls: 0 for no effect and ±100 for the full control effect; nearly all actives have a fitted effect of over 30% in size; many of its hits are not listed in these tables
Target sequence (P63096 whole entry, looked up): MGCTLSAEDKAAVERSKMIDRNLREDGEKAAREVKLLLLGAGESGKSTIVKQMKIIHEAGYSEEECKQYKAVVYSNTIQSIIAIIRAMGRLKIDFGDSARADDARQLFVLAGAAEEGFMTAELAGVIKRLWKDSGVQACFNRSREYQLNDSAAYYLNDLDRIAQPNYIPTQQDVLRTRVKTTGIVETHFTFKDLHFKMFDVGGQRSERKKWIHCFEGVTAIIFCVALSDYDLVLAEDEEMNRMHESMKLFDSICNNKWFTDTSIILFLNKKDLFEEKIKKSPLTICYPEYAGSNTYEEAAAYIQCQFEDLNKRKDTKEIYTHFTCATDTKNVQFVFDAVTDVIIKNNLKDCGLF
GAA inhib – qHTS Assay for Inhibitors of Human alpha-Glucosidase as a Potential Chaperone Treatment of Pompe Disease; 200,000 compounds, 0.005% hits; purified human GAA, 4-MU-alpha-glucoside fluorescence; Potency, µM (highest dose often 76.9 µM), for the others: at the highest dose activity change, negative = inhibition, most hits filed as inhibitors;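 note: plate controls were uninhibited enzyme wells for no effect and no-enzyme background for full effect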
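qHTS format, compound range up to 77 uM. Human lysosomal enzyme at 4 nM, 400 uM 4-MU glucoside substrate, pH 5.0, 20 min room temperature; fluorescence after alkaline stop gives activity normalized to controls.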
HTT ATP protect – qHTS Multiplex Assay to Identify Dual Action Probes in a Cell Model of Huntington: Cytoprotection (ATP). PC12 HTT-Q103 induced, cytoprotection, ATP luminescence, 40 h. Potency, µM (top dose mostly 56.4 µM), for inactives: cytoprotection (ATP increase), most hits filed as activators. 230,000 compounds, 0.14% hits. AID 1471, 2008;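 note: % of control where 0% means no effect; nearly all actives have a fitted effect of over 45% in size; toxic huntingtin expression switched on by the ecdysone agonist tebufenozide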
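Quantitative HTS on tebufenozide-induced (100 nM) PC12 cells expressing HTTQ103 exon 1–GFP; compounds tested as a concentration series; survival measured via cellular ATP.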
An asterisk follows results filed as active; ? = inconclusive; nt = no result given; & = joins results of further samples; [ ] = dose if it differs, or a comment. Unless noted, calls come from the whole dose curve; as a rule, active = well fitted curve in the direction sought with a large enough effect; inconclusive = small, poorly fitted or top-dose-only effect, or another doubt; inactive = no such curve, though single readings can be large; an effect the other way counts as inactive or inconclusive. Potency is the fitted concentration of half-maximal effect.

1) O=c1[nH]c(CN2CCNCC2)nc2ccccc12
2) Nc1c(Cl)c(Cl)nc(C(=O)O)c1Cl
3) CCOC(=O)c1c(-n2c(C)cc(C=C3C(=O)NC(=O)NC3=O)c2C)sc2c1CCCC2
4) CCC1CCCCN1P(=O)(c1ccc(C)o1)C(C)(C)C (stereo unspecified)
5) CCC(=NCCCN(CC)CC)c1c(O)n(-c2ccccc2)c(=O)[nH]c1=O
6) O=C(O)C1(c2ccc(Cl)cc2)CCC1
7) O=P(NC(c1ccccc1)c1ccccc1)(Oc1ccccc1)Oc1ccccc1
8) CN1CCc2nc3ccc(F)cc3c(C(N)=O)c2C1

| Assay by compound | 1 | 2 | 3 | 4 | 5 | 6 | 7 | 8 |
| --- | --- | --- | --- | --- | --- | --- | --- | --- |
| IMPase Li cell | 23%[38.3 µM] | -5% | 13%[38.3 µM] | -5%[38.3 µM] | 2%[38.3 µM] | 30%[38.3 µM] | 1% | -2%[38.3 µM] |
| HttQ103 aggreg | 15%[9.22 µM] | nt | ? | ? | 17% | -8% | -8% | 9% |
| aGlu spleen mod | 5% | 4% | -4% | 6% | 3% | -16% | -7% | -1% |
| GAA glycogen | 0% | nt | 0% | -4% | 9% | 8% | 13% | -8% |
| GoLoco inh red | -3% | 3% | 13% | -14% | -3% | 9% | 6% | -4% |
| GAA inhib | -3% | nt | 1% | -11% | -5% | -5% | -3% | 4% |
| HTT ATP protect | -19% | -22% | -39%[inhibitor] | -14% | 3%[0.074 µM] | 27% | 5%[10 µM] | 3% |

9) C[C@@H](Cc1ccc(OCC(=O)O)cc1)NC[C@H](O)c1cccc(Cl)c1
10) COc1ccc(CC(=O)N2CCN(C)CC2)cc1OC
11) CN(C)/C=c1\sc2c(C#N)cc(C(=O)c3ccc(Br)cc3)n2c1=O
12) c1ccc2c(c1)-c1cccc3cccc-2c13
13) N#Cc1cccc(NC(=O)N2CC3(CCN(C(=O)Oc4ccccc4)CC3)C2)c1
14) O=[N+]([O-])C(Br)Br
15) CCC(COC(=O)c1cc(OC)c(OC)c(OC)c1)(c1ccccc1)N(C)C (stereo unspecified)
16) CN(C)CCOC(=O)c1cn(Cc2ccccc2)c2ccccc12

| Assay by compound | 9 | 10 | 11 | 12 | 13 | 14 | 15 | 16 |
| --- | --- | --- | --- | --- | --- | --- | --- | --- |
| IMPase Li cell | 28% | 25%[38.3 µM] | 18%[38.3 µM] | 6% | 0% | 4% | 5%&34% | 8%[38.3 µM] |
| HttQ103 aggreg | nt | 3% | -11% | nt | nt | nt | -1%&22% | 11% |
| aGlu spleen mod | 7% | 6% | -1% | -7% | 3% | 4% | -4%&12% | -7% |
| GAA glycogen | nt | 7% | 6% | nt | nt | nt | 3% | 1% |
| GoLoco inh red | -1% | -6% | 22% | 4% | 1% | -28% | -3%&7% | 12% |
| GAA inhib | nt | 0% | ? | nt | nt | nt | -13%[15.4 µM] | 1% |
| HTT ATP protect | 3% | 12% | -17%[10 µM] | -9% | 8% | -91%[inhibitor] | -54%[inhibitor] | -19% |

17) CN1C[C@H](CNC(=O)OCc2ccccc2)C[C@H]2c3cccc4c3c(cn4C)C[C@@H]21
18) c1ccc(P(c2ccccc2)c2ccccc2)cc1
19) O=C(Cc1ccccc1)N1CCN(Cc2ccccn2)CC1
20) O=c1c2ccccc2nc(N2CCCC2)n1-c1ccc(Cl)cc1
21) O=C(C1CC(=O)N(c2ccc(F)c(Cl)c2)C1)N1CCC2(CC1)OCCO2 (stereo unspecified)
22) O=C1CCN(C(=O)CCCn2c(=O)oc3ccccc32)CC1
23) CC(=O)NC(Cc1ccc(N(CCCl)CCCl)cc1)C(=O)O (stereo unspecified)
24) Fc1ccccc1N1CCN(Cc2c(F)cccc2F)CC1

| Assay by compound | 17 | 18 | 19 | 20 | 21 | 22 | 23 | 24 |
| --- | --- | --- | --- | --- | --- | --- | --- | --- |
| IMPase Li cell | 10%&9% | 27% | -4% | 7%[38.3 µM] | 3%[38.3 µM] | -5% | 3% | 14%[38.3 µM] |
| HttQ103 aggreg | nt | nt | -10% | -8% | -13% | -19% | -7% | 11% |
| aGlu spleen mod | 4% | -4% | -5% | -8% | 2% | 1% | 9% | -8% |
| GAA glycogen | nt | nt | -9% | 3% | -3% | 5% | -3% | 5% |
| GoLoco inh red | -1% | 16% | 4% | -5% | 3% | 9% | -2% | -5% |
| GAA inhib | nt | nt | -4% | ? | 0% | 4% | 2% | -10% |
| HTT ATP protect | ? | 1% | 4%[10 µM] | -11% | -17% | 9%[10 µM] | -8%[10 µM] | -12%[0.074 µM] |

25) Cc1cc(NC(=O)COC(=O)c2c(C)nn(Cc3ccccc3Cl)c2Cl)no1
26) O=P(OCCCl)(OCCCl)OCCCl
27) O=S(=O)(c1ccc(Cl)cc1)N1CCN(C2CCN(Cc3ccccc3)CC2)CC1
28) CCC(=NCCc1ccccc1)c1c(O)n(C)c(=O)n(C)c1=O
29) Cc1nc2ccc(N3CCN(C)CC3)cc2nc1C
30) Cc1cccc(N2C(=O)NC(=O)/C(=C\c3ccc(N4CCOCC4)cc3)C2=O)c1
31) COc1ccc2cc(C(=O)C3CCCN(C4CCOCC4)C3)ccc2c1 (stereo unspecified)
32) COc1ccc(C(=O)O/N=C(/C(N)=O)P(=O)(OC(C)C)OC(C)C)cc1

| Assay by compound | 25 | 26 | 27 | 28 | 29 | 30 | 31 | 32 |
| --- | --- | --- | --- | --- | --- | --- | --- | --- |
| IMPase Li cell | 12%[38.3 µM] | 10% | 46%[activator][38.3 µM] | nt | -13% | nt | 12% | nt |
| HttQ103 aggreg | -3% | nt | -6%[9.22 µM] | 12%[9.22 µM] | -15% | -1%[9.22 µM] | -10%[9.22 µM] | -9%[9.22 µM] |
| aGlu spleen mod | -8% | -1% | -3% | 1% | 0% | -2% | 0% | -1% |
| GAA glycogen | 1% | nt | 7% | 5% | 5% | -5% | 3% | 5% |
| GoLoco inh red | -9% | 1% | 3% | 1% | 4% | 20% | 15% | 5% |
| GAA inhib | -5% | nt | -4% | nt | -5% | nt | 3% | nt |
| HTT ATP protect | -3%[10 µM] | 0% | -6% | 6%[10 µM] | -4%[10 µM] | 13%[10 µM] | 29%[10 µM] | 4%[10 µM] |

Part of the list above in order of length of the SMILES, smallest number first:
26) O=P(OCCCl)(OCCCl)OCCCl
29) Cc1nc2ccc(N3CCN(C)CC3)cc2nc1C
24) Fc1ccccc1N1CCN(Cc2c(F)cccc2F)CC1
19) O=C(Cc1ccccc1)N1CCN(Cc2ccccn2)CC1
22) O=C1CCN(C(=O)CCCn2c(=O)oc3ccccc32)CC1
23) CC(=O)NC(Cc1ccc(N(CCCl)CCCl)cc1)C(=O)O (stereo unspecified)
31) COc1ccc2cc(C(=O)C3CCCN(C4CCOCC4)C3)ccc2c1 (stereo unspecified)
25) Cc1cc(NC(=O)COC(=O)c2c(C)nn(Cc3ccccc3Cl)c2Cl)no1
21) O=C(C1CC(=O)N(c2ccc(F)c(Cl)c2)C1)N1CCC2(CC1)OCCO2 (stereo unspecified)
27) O=S(=O)(c1ccc(Cl)cc1)N1CCN(C2CCN(Cc3ccccc3)CC2)CC1

| Assay by compound | 26 | 29 | 24 | 19 | 22 | 23 | 31 | 25 | 21 | 27 |
| --- | --- | --- | --- | --- | --- | --- | --- | --- | --- | --- |
| IMPase Li cell | 10% | -13% | 14%[38.3 µM] | -4% | -5% | 3% | 12% | 12%[38.3 µM] | 3%[38.3 µM] | 46%[activator][38.3 µM] |
| HttQ103 aggreg | nt | -15% | 11% | -10% | -19% | -7% | -10%[9.22 µM] | -3% | -13% | -6%[9.22 µM] |
| aGlu spleen mod | -1% | 0% | -8% | -5% | 1% | 9% | 0% | -8% | 2% | -3% |
| GAA glycogen | nt | 5% | 5% | -9% | 5% | -3% | 3% | 1% | -3% | 7% |
| GoLoco inh red | 1% | 4% | -5% | 4% | 9% | -2% | 15% | -9% | 3% | 3% |
| GAA inhib | nt | -5% | -10% | -4% | 4% | 2% | 3% | -5% | 0% | -4% |
| HTT ATP protect | 0% | -4%[10 µM] | -12%[0.074 µM] | 4%[10 µM] | 9%[10 µM] | -8%[10 µM] | 29%[10 µM] | -3%[10 µM] | -17% | -6% |

30) Cc1cccc(N2C(=O)NC(=O)/C(=C\c3ccc(N4CCOCC4)cc3)C2=O)c1

| Assay by compound | 30 |
| --- | --- |
| IMPase Li cell | nt |
| HttQ103 aggreg | -1%[9.22 µM] |
| aGlu spleen mod | -2% |
| GAA glycogen | -5% |
| GoLoco inh red | 20% |
| GAA inhib | nt |
| HTT ATP protect | 13%[10 µM] |

Next section
33) O=C(COc1ccc(Br)cc1)N1CCN(Cc2ccncc2)CC1
34) COc1ccccc1CN1CCN(Cc2ccc(Cl)cc2)CC1
35) N#Cc1ccc(NC(=O)CN2CCCC2)cc1Cl
36) O=C1CC(N(O)c2ccccc2)C(=O)N1Cc1ccccc1 (stereo unspecified)

| Assay by compound | 33 | 34 | 35 | 36 |
| --- | --- | --- | --- | --- |
| IMPase Li cell | nt | 11% | 4% | -4%[38.3 µM] |
| HttQ103 aggreg | 2% | 11% | -18% | 3% |
| aGlu spleen mod | 4% | 0% | 5% | 2% |
| GAA glycogen | 0% | 8% | -1% | 32µM* |
| GoLoco inh red | nt | -2% | 6% | 3% |
| GAA inhib | 2% | 1% | -2% | -6% |
| HTT ATP protect | -25% | -3%[10 µM] | -12% | -36% |

2 entries picked at random from the list so far:
30) Cc1cccc(N2C(=O)NC(=O)/C(=C\c3ccc(N4CCOCC4)cc3)C2=O)c1
17) CN1C[C@H](CNC(=O)OCc2ccccc2)C[C@H]2c3cccc4c3c(cn4C)C[C@@H]21

| Assay by compound | 30 | 17 |
| --- | --- | --- |
| IMPase Li cell | nt | 10%&9% |
| HttQ103 aggreg | -1%[9.22 µM] | nt |
| aGlu spleen mod | -2% | 4% |
| GAA glycogen | -5% | nt |
| GoLoco inh red | 20% | -1% |
| GAA inhib | nt | nt |
| HTT ATP protect | 13%[10 µM] | ? |

An excerpt; the hit share may differ from the screen's.
